Bioassay records as filed in PubChem BioAssay.
NCOA2 inhibitor: inhibition of GAL4-SRC2 driven luciferase reporter, primary screen, SRC2 inhibitor project, cell-based, luminescence; hit rate 0.17% among 370,000; AID 651957, 2012; HEK293 GAL4-SRC2 luciferase reporter; Nuclear receptor coactivator 2 (Homo sapiens), Q15596; inhibition, % at 9 µM;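 active = inhibition above the mean inhibition of all tested compounds plus 3 SD, set per campaign, cut at about 52% in these data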;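 also: 0% = DMSO treated cells and 100% = cells given Gossypol at 36 µM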
NCOA1 inh: SRC1 coactivator transcriptional activity inhibitors, primary screen, cell-based, luminescence; Nuclear receptor coactivator 1 (Homo sapiens), Q15788; HEK293 GAL4-SRC1 luciferase reporter; inhibition, % at 3.6 µM; hit rate 0.12% among 360,000; AID 588354, 2011;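 active = inhibition above the campaign mean plus 3 SD, with each screening campaign given its own cutoff, cut at about 60% in these data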;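 also: 0% = DMSO treated cells and 100% = gossypol at 36 µM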
NR2F2 inh: NR2F2 transcriptional activity inhibitors, primary screen, cell-based, luciferase reporter, HEK293T, luminescence. hit rate 0.7% among 370,000. COUP transcription factor 2 (Homo sapiens), P24468. AID 686940, 2013. HEK293T NGFI-A luciferase reporter. inhibition, % at 8.6 µM;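 active = inhibition above a per-plate cutoff, mean inhibition of test wells between control levels plus 3 SD, cut at about 38% in these data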;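 also: cells cotransfected with COUP-TFII expression vector driving the NGFI-A reporter; 0% = median of COUP-TF2 test wells and 100% = reporter-only cells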
TWEAK Fn14 block: inhibitors of TWEAK-Fn14 signaling, primary screen, luciferase reporter cells, uHTS; AID 1159606, 2016; hit rate 2% among 360,000; inhibition, % at 10 µM; TWEAK-stimulated Fn14 reporter cells, luciferase luminescence, 8 h; in the data active = inhibition above about 50%
TRAIL sens C8: viability loss with TRAIL in NB7+C8 cells, primary screen, TRAIL sensitizer project, cell-based, ATPlite luminescence | inhibition (viability loss, TRAIL sensitization), % at 10 µM | AID 624354, 2012 | hit rate 1% among 360,000;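 active = compounds causing at least 50% loss of cell viability in the single-dose screen, relative to plate controls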
TROY signal inh: inhibitors of TROY-driven NF-kB signaling, primary screen, Q293 LMP1-TROYcd cells, NF-kB luciferase, uHTS; Q293 LMP1-TROYcd NF-kB luciferase reporter, 4 h; inhibition, % at 10 µM; hit rate 0.98% among 360,000;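 active = compounds whose plate-normalised and pattern-corrected inhibition of the luciferase reporter signal at the single screening dose is 50% or more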
KKLEB tox: cytotoxicity in KKLEB CF airway cells, primary screen, cytotoxicity control for CF NF-kB inhibitor project, cell-based, uHTS, fluorescence assay plates; KKLEB CF airway cells viability, ATPlite luminescence, overnight; active compounds read low; cells stimulated with P. aeruginosa culture filtrate; activity change (cytotoxicity), % at 5 µM; AID 602141, 2011; hit rate 0.36% among 360,000;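 active = corrected activity change at or below -50% at 5 µM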
LRH-1 inv ag: LRH-1 (NR5A2) inverse agonists, primary screen, cell-based, luminescence, HEK293T, StAR-luciferase reporter; AID 602396, 2012; LRH-1 transfected, 24 h; inhibition, % at 3.6 µM; hit rate 0.13% among 360,000; Nuclear receptor subfamily 5 group A member 2 (Homo sapiens), O00482;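 active = inhibition above the mean inhibition of all tested compounds plus 3 SD, cut at about 73% in these data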;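 also: 0% = DMSO wells and 100% = reporter-only cells lacking LRH-1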
CF NFkB block: inhibitors of PAF-induced NF-kB signaling, primary screen, cell-based, GFP fluorescence, uHTS; KKLEB NF-kB-GFP reporter, GFP fluorescence overnight; inhibition, % at 5 µM; hit rate 0.86% among 360,000;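 active = at least 50% inhibition at 5 µM, scaled per plate between neutral and stimulator controls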;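 also: PAF is a Pseudomonas aeruginosa culture filtrate used as stimulus; plate controls were PAF-stimulated DMSO wells for no effect and unstimulated DMSO wells for full effect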
LMP1 NFkB inh: EBV LMP1-driven NF-kappaB luciferase reporter inhibitors, primary screen, cell-based, luminescence, single point; inhibition, % at 12.5 µM; LMP1-induced NF-kappaB luciferase reporter cells; hit rate 0.69% among 350,000; AID 504558, 2011; in the data active = inhibition above about 41%;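 also: 0% = neutral control wells and 100% = reference inhibitor control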
SRC3 inh: SRC3 coactivator transcriptional activity inhibitors, primary screen, cell-based, luminescence | hit rate 0.17% among 360,000 | inhibition, % at 3.6 µM | HEK293 GAL4-SRC3 luciferase reporter | Nuclear receptor coactivator 3 (Homo sapiens), Q9Y6Q9;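 active = inhibition above a per-campaign cutoff, the mean of all compounds plus 3 SD, cut at about 60% in these data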;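 also: 0% = DMSO-treated cells and 100% = gossypol-treated cells at 36 µM; higher means less SRC3-driven luciferase light from the GAL4 reporter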
Starred values were filed as active, the others as inactive; / = not tested or not shown.

SMILES	NCOA2 inhibitor	NCOA1 inh	NR2F2 inh	TWEAK Fn14 block	TRAIL sens C8	TROY signal inh	KKLEB tox	LRH-1 inv ag	CF NFkB block	LMP1 NFkB inh	SRC3 inh
CCOC(=O)N1CCN(S(=O)(=O)c2ccc(OCC(=O)OC)c(C)c2)CC1	-11	-9	5	-1	11	29	0	-6	-24	-9	9
CN(C)/N=C/c1ccc(P(c2ccc(/C=N/N(C)C)o2)c2ccc(/C=N/N(C)C)o2)o1	-1	-1	21	-2	-11	7	6	7	-6	-9	10
C=CCNc1nc(C(=O)OCC(=O)Nc2cc(S(C)(=O)=O)ccc2Cl)cs1	8	-37	-20	-15	-4	-18	14	-13	9	2	-24
COc1ccc(Cc2nnc(SCC(=O)Nc3cc(Cl)ccc3C)[nH]c2=O)cc1	24	-15	-19	-4	-20	5	9	5	4	2	3
Cc1nnsc1S(=O)c1ccccc1Cl (centres undefined)	-11	4	12	17	-26	-4	4	5	-9	8	8
O=C(NCC1CCCO1)c1ccc(NC(=O)C2CC=CCC2C(=O)O)cc1 (centres undefined)	-31	-15	-10	5	-10	-6	-2	-3	6	1	4
Fc1ccccc1/C=N/n1cc(-c2ccccc2)[nH]c1=S	-55	-13	-10	-1	-3	23	4	-2	-9	-6	-4
O=C(Cc1cccc(C(F)(F)F)c1)NCc1ccc(Cl)cc1Cl	-9	1	-2	-19	12	9	-11	-9	12	4	15
O=C(NN=Cc1ccccc1C(=O)O)c1cccc(S(=O)(=O)Nc2cccc(C(F)(F)F)c2)c1	2	-7	7	-7	2	-14	18	1	-14	1	5
O=C(NCc1ccccc1)C1CCC(CNS(=O)(=O)c2cccs2)CC1 (centres undefined)	15	22	12	42	-1	-5	6	-11	-7	-1	1
CC(=O)Nc1ccc(NC(=O)C(C)OC(=O)c2oc3ccccc3c2C)cc1 (centres undefined)	-18	6	-6	-15	-15	-14	18	2	-12	1	-1
O=C(NCCCn1ccnc1)C(=O)Nc1ccccc1	-9	-2	-40	-12	-1	-2	3	-6	1	-16	7
COc1ccc(CNc2ccc(Cl)cc2)cc1Cn1ccnc1	-4	13	15	-34	3	7	-6	-6	1	11	14
Clc1ccc(C2[C@H]3CN(CC4CCCCC4)[C@H](c4ccccc4)C34CC2(c2cccnc2)C4)cn1 (some centres undefined)	-29	-11	11	-12	-13	-1	-7	-11	16	-1	-30
COCCCN1C(=O)C2C(C(=O)Nc3cc(C)cc(C)c3)C3C=CC2(O3)C1C(=O)NC1CCCCC1 (centres undefined)	15	-10	-9	19	-22	-36	1	14	2	-10	0
CC(C)C[C@@H](CO)N(Cc1ccccc1)S(=O)(=O)N(Cc1ccccc1)[C@@H](CO)CC(C)C	/	9	/	16	20	53*	-2	5	27	-9	-5
CC(=O)Nc1ccc(S(=O)(=O)NC(C)C(=O)OCC(=O)Nc2ccc(F)cc2Cl)cc1 (centres undefined)	3	10	13	2	-11	-15	10	-11	-27	-10	-21
O=C(Cc1ccc(F)cc1)N1CCC(CC2CC(c3cccc(Br)c3)=NO2)(C(=O)NCC2CCCCC2)CC1 (centres undefined)	-3	8	11	22	15	6	-18	26	5	7	11
CN1CCN(C2=C(Cl)C(=O)N(CCc3ccccc3)C2=O)CC1	-35	-72	-18	0	0	-42	13	-47	-12	-18	-35
OCC1CCCN(C2CCN(Cc3nc(Cc4cccc(C(F)(F)F)c4)no3)CC2)C1 (centres undefined)	-1	-6	13	-11	4	-3	-12	-2	10	1	2
CCN1CCc2nc(NC(=O)CC(c3ccccc3)c3ccccc3)sc2C1	12	-10	5	-5	1	-6	11	-19	4	-10	5
COC(=O)Cc1ccc(NC(=O)c2ccc(C)c(C)c2)cc1	-6	-139	-39	-6	27	-67	-2	-74	9	-8	-56
COC(=O)C[C@H]1C[C@H]2c3cc(NS(=O)(=O)c4ccc(OC)cc4)ccc3O[C@H]2[C@H](CO)O1	-26	-1	-3	-39	-1	-1	1	7	-7	-4	-2
COc1cccc(C(=O)Nc2cccc(OC(C)=O)c2)c1	-90	-69	-45	-15	23	-64	7	-86	-14	5	-58
COc1cc(C(=O)Nc2c(C(=O)N3CCOCC3)oc3ccccc23)cc(OC)c1OC	11	-5	8	-15	9	20	-7	-5	1	10	18
CCOC(=O)C1=NN(c2ccccc2)C2(S1)SC(C(C)=O)=C(C)N2c1ccccc1 (centres undefined)	22	-20	-2	-10	-24	-10	-8	-2	2	5	18
COc1cccc(C(=O)Nc2cnn(C(C)C)c2)c1	-49	-69	-17	-19	8	-47	-6	-64	19	-21	-56
COc1ccc(/C=N/Nc2nonc2N)cc1	-15	-5	-7	-18	-10	-36	-7	-35	-3	-4	-55
O=C(O)CC(NC(=O)C12CC3CC(CC(C3)C1)C2)c1ccc(Cl)cc1 (centres undefined)	7	-3	18	1	-1	6	-10	-4	4	-2	7
Cc1cc(-c2nnc3n2CCCCC3)c(C)n1-c1ccccc1	2	-3	-1	27	3	4	-8	3	8	-10	-22
CCOC(=O)N/N=C(/C)c1ccc(N2C(=O)C3CCCCC3C2=O)cc1 (centres undefined)	-5	-1	-30	13	-8	-20	-8	-12	8	-4	6
COc1ccc2c(c1)CCC(C)N2C(=O)C(=O)c1c[nH]c2ccccc12 (centres undefined)	6	-25	2	21	4	12	-8	-14	12	-16	1
O=C(COC(=O)/C=C/c1ccc(C(F)(F)F)cc1)Nc1ccc2[nH]c(=O)[nH]c2c1	3	-26	-13	-60	-5	-6	-11	-6	3	2	22
O=C(c1ccncc1)N1CCN(S(=O)(=O)c2ccc3ccccc3c2)CC1	7	-20	4	-2	3	9	8	-3	14	9	-14
O=C(NC1CCS(=O)(=O)C1)/C(=C\c1ccccc1)NC(=O)c1ccccc1 (centres undefined)	-12	-5	6	13	-6	-6	3	16	0	-2	16
O=C(Nc1cccnc1)c1ccc([N+](=O)[O-])o1	-3	5	-4	12	29	0	16	60	19	0	8
O=C(CSc1ccc2c(c1)OCCO2)Nc1ccc(N2CCOCC2)cc1	-14	-15	-6	-8	-2	4	4	10	8	-8	23
O=C(NCc1ccc(Cl)cc1)C(=O)NCC1OCCN1S(=O)(=O)c1cccs1 (centres undefined)	-5	0	-6	8	-5	-4	24	-3	-21	6	6
Cc1cc(C)cc(OCC(=O)Nc2ccccc2N2CCCCC2)c1	13	-1	11	4	-6	6	-2	-17	17	-2	-17
COc1cc([C@@H]2CC=C(C(=O)O)[C@H](c3ccc(Cl)cc3)N2S(=O)(=O)c2ccc(C)cc2)cc(OC)c1OC	-2	12	-1	0	13	8	5	-22	26	-6	-4

Whole records, looked up by structure. Order of values: NCOA2 inhibitor	NCOA1 inh	NR2F2 inh	TWEAK Fn14 block	TRAIL sens C8	TROY signal inh	KKLEB tox	LRH-1 inv ag	CF NFkB block	LMP1 NFkB inh	SRC3 inh
`O=C(c1ccncc1)N1CCN(S(=O)(=O)c2ccc3ccccc3c2)CC1` in the list: 7	-20	4	-2	3	9	8	-3	14	9	-14
`COc1cc([C@@H]2CC=C(C(=O)O)[C@H](c3ccc(Cl)cc3)N2S(=O)(=O)c2ccc(C)cc2)cc(OC)c1OC` in the list: -2	12	-1	0	13	8	5	-22	26	-6	-4

New compounds follow:
SMILES	NCOA2 inhibitor	NCOA1 inh	NR2F2 inh	TWEAK Fn14 block	TRAIL sens C8	TROY signal inh	KKLEB tox	LRH-1 inv ag	CF NFkB block	LMP1 NFkB inh	SRC3 inh
COC(=O)[C@]1(Cc2ccccc2)N[C@H](CN(C)S(=O)(=O)c2ccc(OC(F)(F)F)cc2)[C@@H]2C(=O)N(Cc3ccccc3)C(=O)[C@@H]21	0	3	9	19	1	-10	1	-16	15	8	-16
COc1cc2cc[n+](Cc3ccc([N+](=O)[O-])cc3)cc2cc1OC	1	28	16	7	11	15	6	8	-25	-20	-8
O=C(NCc1ccco1)c1ccccc1-c1nc(-c2ccc(F)cc2)no1	2	-2	3	-17	-22	5	-5	1	-1	0	2
CC(C)Oc1ccc(C(=O)Nc2ncn[nH]2)cc1	5	-52	-12	-11	8	-40	15	-36	14	-6	-21
CS(=O)(=O)N1CCC(C(=O)N2CCN(c3cccc(Cl)c3)CC2)CC1	-23	2	2	-10	1	2	-4	15	13	4	-6
Cc1cc(C(=O)N2CCCC(N3CCN(c4cccc(C(F)(F)F)c4)CC3)C2)n[nH]1 (centres undefined)	17	-7	13	-4	-7	4	2	1	0	0	11
COc1ccc2nc(N3CCOCC3)cc(C)c2c1	-50	-111	-28	4	18	-81	-7	-128	-8	-7	-90
N#CC1=C(N)NC(SCc2ccc(Br)cc2)=C(C#N)C12CCCCC2	-10	-6	-9	2	9	54*	-2	1	4	4	10
C/C=C/c1ccc(OCC(O)CNCCc2ccc(OC)cc2)c(OC)c1 (centres undefined)	1	9	14	-7	-6	-23	1	15	4	3	12
O=C(Oc1ccccc1Cl)C1CCN(C(=O)c2ccc(F)cc2)CC1	-32	14	14	-13	-8	-9	11	-4	5	-4	8
CN1CCN(C2CC(=O)N(CCc3ccccc3)C2=O)CC1 (centres undefined)	-4	6	-8	7	-13	-10	14	7	1	2	17
CCn1nc(NC(=O)c2cccs2)c2cc3ccccc3nc21	5	12	3	-4	7	-5	-13	12	15	9	5
Cc1ccc(C(=O)N2CCCC2)cc1S(=O)(=O)N1CCCCC1	-26	1	5	-5	-4	16	-4	-6	14	2	-7
O=C(CSc1nc2ccccc2s1)NC1CCCC1	-2	-6	14	26	6	4	5	13	2	4	19
CC(=O)Nc1ccc(S(=O)(=O)NNC(=O)c2cccc3ccccc23)cc1	-15	12	-6	8	6	-27	-4	13	-2	-8	18
Cc1ccc2c(O)c(C)c(=O)[nH]c2n1	-10	-15	5	-1	-13	4	5	7	-10	1	3
COc1ccc(C(=O)O/N=C(\N)c2ccccn2)cc1	42	-33	48*	103*	92*	84*	-7	-22	2	81*	-38
COc1ccc(CNC(=O)C2CCC(=O)N(CC3CCCCC3)C2)cc1 (centres undefined)	-34	-20	4	-6	3	-17	-3	-20	9	-2	-3
Cc1ccc(-c2nnc(SCc3nc(N)nc(Nc4ccccc4C)n3)n2N)cc1	-7	-5	-7	-6	0	-7	-7	8	10	-10	-3
CC1Cc2ccccc2N1C(=O)CCNS(=O)(=O)c1ccc2c(c1)CCC(=O)N2 (centres undefined)	-1	9	7	8	-4	4	-4	1	-11	-16	-4
COc1ccccc1OCC(=O)Nc1cccc(-c2nc3ccccc3o2)c1	-18	-4	7	21	2	-16	4	-9	-5	-3	-6
O=C(NC1CCCCCCC1)c1cc([N+](=O)[O-])ccc1Cl	22	-82	-11	-2	7	5	-9	9	-3	8	12
O=C(OCC(=O)N1CCCC1)c1ccccc1C(=O)c1ccccc1	-2	-19	-13	15	-10	-28	3	-23	-9	-9	-8
